Source: PubChem
EPAC1 ag: activates human EPAC1 exchange factor; O95398; EPAC1 agonist qHTS, biochemical assay; response scale: 100% = response to 6.5 mM cAMP; Potency, µM (top dose mostly 154 µM), for the others: top-dose activation, most hits filed as activators; 360,000 tested, 0.073% active; note: nearly all actives have a fitted effect of over 60% in size
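Nucleotide exchange assay: 100 nM EPAC1 with 250 nM Rap1B loaded with BODIPY-GDP and 50 uM GDP, room temperature. Fluorescence (480/540 nm) read every 5 min for 30 min; signal change normalized to 6.5 mM cAMP as full agonist.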
TDP43 rescue: inhibitors of TDP-43 toxicity in yeast | Potency, µM (highest dose often 46.1 µM), for inactives: top-dose growth rescue (activation), usual class: activators | 410,000 tested, 1.8% active | AID 652104 | TDP-43 expressing yeast growth rescue, BacTiter-Glo, 24 h; note: % of control where 0% means no effect; nearly all actives have a fitted effect of over 50% in size
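In this qHTS, compounds that restore growth of yeast expressing TDP-43 appear as activators. Cells (OD600=0.02, galactose medium, raffinose-pregrown) are incubated with compound 24 hr at 30 deg C and growth is quantified by BacTiter-Glo.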
EPAC2 agonist: EPAC2 (human) agonism; Q8WZA2; EPAC2 activation, biochemical qHTS; response scale: 100% = 6.5 mM cAMP response; Potency, µM (highest dose often 154 µM), for inactives: at the top dose activation, most hits filed as activators; 360,000 tested, 0.079% active; AID 720711; note: nearly all actives have a fitted effect of over 50% in size
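Readout is BODIPY fluorescence (480 nm excitation, 540 nm emission), which falls as labeled GDP is exchanged off Rap1B. EPAC2 at 100 nM acted on 250 nM RAP1B-BODIPY-GDP with 50 uM GDP present.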
EPAC1 antag: blocks human EPAC1 exchange factor. EPAC1 GEF assay, Rap1b-BODIPY-GDP exchange fluorescence. 360,000 tested, 0.14% active. O95398. Potency, µM (doses to about 115 µM), inactives show at the top dose activity change, negative = inhibition, hits mostly inhibitors;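 note: plate controls were vehicle for no effect and positive control for full effect; nearly all actives have a fitted effect of over 50% in size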
FUS yeast rescue: rescues growth of FUS-expressing yeast. AID 1347120. 390,000 tested, 0.24% active. Potency, µM (highest dose often 76.6 µM), inactives show top-dose growth rescue (activation), actives largely listed as activators. S. cerevisiae FUS-expressing, growth rescue, OD600, 24 h;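 note: plate controls were DMSO vehicle for no effect and reference control for full effect; nearly all actives have a fitted effect of over 55% in size; some results filed as inactive show a strong effect at the top dose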
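Yeast expressing FUS under galactose induction, OD 0.005 in 2% galactose medium; compounds in a dilution series, 24 h at 30C. Growth rescue by absorbance at 600 nm; CP55940 positive control, DMSO negative.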
PTHR1 agonist: agonists of human PTHR1 parathyroid hormone receptor | Q03431 | HEK293 GP2 PTHR1 cells, GloSensor cAMP luminescence, 1 h | Potency, µM (top dose mostly 115 µM), for inactives: at the highest dose activation, hits mostly activators | 410,000 tested, 0.075% active | AID 743266; note: nearly all actives have a fitted effect of over 55% in size; some results filed as inactive show a strong effect at the top dose; inactives centre near -15; many of its hits are not listed in these tables
Target sequence (Q03431 whole entry, looked up): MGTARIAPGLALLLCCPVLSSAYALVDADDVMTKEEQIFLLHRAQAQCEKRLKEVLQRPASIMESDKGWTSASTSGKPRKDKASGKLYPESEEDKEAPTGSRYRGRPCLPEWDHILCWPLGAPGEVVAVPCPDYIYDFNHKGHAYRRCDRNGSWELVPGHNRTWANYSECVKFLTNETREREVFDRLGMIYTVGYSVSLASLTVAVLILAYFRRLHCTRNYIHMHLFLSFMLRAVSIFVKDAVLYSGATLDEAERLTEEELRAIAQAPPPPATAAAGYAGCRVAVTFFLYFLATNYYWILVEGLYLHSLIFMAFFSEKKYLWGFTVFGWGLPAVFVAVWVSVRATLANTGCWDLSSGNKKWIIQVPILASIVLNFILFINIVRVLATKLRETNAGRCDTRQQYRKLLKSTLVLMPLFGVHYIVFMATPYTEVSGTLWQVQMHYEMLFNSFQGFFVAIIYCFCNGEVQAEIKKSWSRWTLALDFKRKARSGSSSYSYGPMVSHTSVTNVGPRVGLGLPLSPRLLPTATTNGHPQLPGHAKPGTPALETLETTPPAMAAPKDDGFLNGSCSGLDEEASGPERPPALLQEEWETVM
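HEK-293-derived GP2 cells expressing PTHR1 and a GloSensor cAMP reporter, 3,000/well, plated overnight, given luciferin plus IBMX (each 0.5 mM as added) for 1 h at 37 °C, then compound for 1 h at 37 °C. Luminescence was read after 15 min at room temperature.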
aSyn rescue: alpha-synuclein toxicity inhibition in yeast; Yeast expressing alpha-synuclein, growth rescue, BacTiter-Glo, 24 h; Potency, µM (doses to about 46.1 µM), for the others: top-dose growth rescue (activation), hits mostly activators; 370,000 tested, 0.14% active; AID 652106; note: % of control where 0% means no effect; nearly all actives have a fitted effect of over 65% in size
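Readout is rescue of growth in alpha-synuclein-expressing yeast, so inhibitors of toxicity appear as activators. Growth after 24 hr at 30 deg C in galactose medium is quantified by luminescence.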
EPAC2 antag: antagonists of human EPAC2; 360,000 tested, 0.18% active; EPAC2 GEF exchange of Rap1B-BODIPY-GDP, fluorescence; AID 720708; Potency, µM (series often up to 114 µM), inactives show at the top dose activity, negative = inhibition, hits mostly inhibitors; note: % is set by controls: 0 for no effect and ±100 for the full control effect; nearly all actives have a fitted effect of over 45% in size; many of its hits are not listed in these tables
* marks the source's active call; other numbers are inactive results; i = inactive; u = inconclusive; x = no result given; & = joins results of further samples; [ ] = remark or other dose. Calls come from the whole dose curve; as a rule, active = well fitted curve in the direction sought with a large enough effect; inconclusive = small, poorly fitted or top-dose-only effect, or another doubt; inactive = no such curve, though single readings can be large; an effect the other way counts as inactive or inconclusive. Potency is the fitted concentration of half-maximal effect. A portion of the library; rates above refer to the full screens.

Sequence of screens – EPAC1 ag | TDP43 rescue | EPAC2 agonist | EPAC1 antag | FUS yeast rescue | PTHR1 agonist | aSyn rescue | EPAC2 antag
1. CCc1nc2ccccc2n1CC1CC1(Cl)Cl (stereo not drawn)
    -6% | 2%[9.22 µM] | 5% | -12% | 3% | i | -1% | 6%
2. COc1cc(NC(=S)Nc2ccc(S(=O)(=O)N3CCOCC3)cc2)cc(OC)c1OC
    6% | 7% | 10% | 3% | -6% | -4%[57.5 µM] | 0% | -1%
3. COc1cccc(-c2cc(C(=O)Nc3ccccc3SC)no2)c1
    14% | -5% | 6% | 12% | 5% | -13%[57.5 µM] | -2% | -4%
4. O=C(Nc1ccn(CCCN2CCN(c3ccccn3)CC2)c(=O)n1)OCc1ccccc1
    13% | 29% | 11% | -7% | -10% | -20% | 2% | 6%
5. Cc1nc2ccc(NS(=O)(=O)c3ccc(F)c(C)c3)cc2[nH]1
    -10% | 0% | -1% | -25% | 8% | -2% | 2% | -23%
6. O=C(O)CCN1C(=O)/C(=C\c2cccc(OCc3ccccc3)c2)SC1=S
    12% | 13% | -13% | -23% | 7% | i | 6% | 3%
7. CC[C@]1(C(=O)OC)[C@H]2C(=O)N(C)C(=O)[C@H]2[C@H]2CN=C(SCc3ccc(C#N)cc3)N21
    -11% | 7% | 9% | -8% | -26% | -13% | -8% | 1%
8. COC(=O)c1cccc(Nc2ncnc3ccc(C)cc23)c1
    -2% | -16% | 1% | 19% | 11% | -23% | -8% | 4%
9. Cc1c2cnn(CC(=O)NCCCN3CC(C)CC(C)C3)c(=O)c2c(C)n1Cc1ccccc1Cl (stereo not drawn)
    -7% | -3% | 4% | -7% | 18% | 3% | -6% | 0%
10. N#CCN1CCN(CC(=O)Nc2ccc(OCc3ccccc3)cc2)CC1
    3% | 0% | -6% | 7% | 7% | -15% | -8% | 8%
11. CC(C)C[C@@H](NC(=O)C1CCC(CNC(=O)[C@H](Cc2ccccc2)NC(=O)OC(C)(C)C)CC1)C(=O)O (stereo partly drawn)
    -11% | -7% | 3% | -5% | 25% | i | 8% | 3%
12. Cc1ccc(/C=N/n2c(-c3ccncc3)n[nH]c2=S)o1
    -9% | -9%[0.397 µM] | 0% | -8% | 10% | i | 1% | 5%
13. CN1CCc2c(sc(N)c2C(N)=O)C1
    -6% | -27% | 8% | 5% | 22% | i | -3% | 7%
14. Cn1c(C(=O)N2CCN(Cc3ccc4c(c3)OCO4)CC2)cc2sccc21
    8% | -3% | 15% | -22% | 34% | -36%[inhibitor][57.5 µM] | 1% | -7%
15. C[C@H]([C@H](O)c1ccccc1)N(C)C(=O)CN
    -14% | 23% | -10% | -2% | -12% | -24% | 3% | 20%
16. O=C(Nc1ccc(-c2csc(-c3ccccc3)n2)cc1)c1ccccc1Cl
    19% | -22% | 8% | u | 1% | u | -1% | 0%
17. COCc1cccc(NC(=O)CCc2ccccc2)c1
    3% | 4% | 5% | 1% | -2% | i | 7% | 11%
18. O=C(NCC1CCCO1)c1cc(-c2ccco2)nc2ccccc12 (stereo not drawn)
    6% | -4% | -2% | -2% | 17% | i | 1% | -3%
19. COC(CNC(=O)c1cn(C)c2ccc(S(=O)(=O)N3CCOCC3)cc2c1=O)OC
    4% | 11% | 7% | 13% | -3% | i | 2% | 7%
20. CCCN1CCN(CCCNC(=O)C2CCN(c3nnc(-n4cccc4)s3)CC2)CC1
    -6% | -12% | -13% | -14% | 9% | -10%[57.5 µM] | -3% | -8%[57.1 µM]

Single records (already shown). Screens in order: EPAC1 ag	TDP43 rescue	EPAC2 agonist	EPAC1 antag	FUS yeast rescue	PTHR1 agonist	aSyn rescue	EPAC2 antag
COC(=O)c1cccc(Nc2ncnc3ccc(C)cc23)c1 is listed as -2%	-16%	1%	19%	11%	-23%	-8%	4%
Cc1ccc(/C=N/n2c(-c3ccncc3)n[nH]c2=S)o1 is listed as -9%	-9%[0.397 µM]	0%	-8%	10%	i	1%	5%
CCc1nc2ccccc2n1CC1CC1(Cl)Cl (stereo not drawn) is listed as -6%	2%[9.22 µM]	5%	-12%	3%	i	-1%	6%
Cn1c(C(=O)N2CCN(Cc3ccc4c(c3)OCO4)CC2)cc2sccc21 is listed as 8%	-3%	15%	-22%	34%	-36%[inhibitor][57.5 µM]	1%	-7%
Cc1c2cnn(CC(=O)NCCCN3CC(C)CC(C)C3)c(=O)c2c(C)n1Cc1ccccc1Cl (stereo not drawn) is listed as -7%	-3%	4%	-7%	18%	3%	-6%	0%

Following part:
Sequence of screens – EPAC1 ag | TDP43 rescue | EPAC2 agonist | EPAC1 antag | FUS yeast rescue | PTHR1 agonist | aSyn rescue | EPAC2 antag
21. CC1(C(=O)NS(=O)(=O)c2ccc(F)cc2F)CCN1C(=O)c1cccc(F)c1 (stereo not drawn)
    -21% | -12% | 1% | 12% | -21% | 0% | -14% | 20%
22. C/C(=N\OCC(=O)NC12CC3CC(CC(C3)C1)C2)c1cc2ccccc2o1
    1% | -12%[0.397 µM] | 2% | 1% | 24% | -34%[inhibitor] | -3% | -13%
23. Cc1ccc2c(c1)N(C(=O)CCC(=O)NCCN1CCOCC1)CCO2
    -16% | -14% | 0% | 13% | 2% | -14% | 1% | 12%
24. CCOC(=O)c1c(CN2CCC(C)CC2)oc2ccc(OC)cc12
    -4% | 14% | 10% | -1% | 38% | i | 2% | -6%
25. COc1ccc(S(=O)(=O)N(C)C)cc1NC(=O)CSc1nnc(-c2cccnc2)o1
    6% | x | 5% | -15% | 13% | i | 0% | -8%
26. O=S1(=O)CCC(NC(=S)SCCOc2ccccc2)C1 (stereo not drawn)
    -5% | 20% | 2% | u | -31% | -90%[inhibitor] | 7% | -14%
27. CCN(CC)S(=O)(=O)c1ccc(Cl)c(C(=O)OCC(=O)c2c(N)n(C)c(=O)n(C)c2=O)c1
    12% | -20% | -4% | u | 17% | -16% | 2% | -13%
28. O=C(CSc1ncnc2c1nnn2Cc1ccc(F)cc1)NC1CCCC1
    -1% | 9% | 0% | 1% | -17% | i | -8% | 6%
29. O=C(CN1CCN(Cc2ccccc2)CC1)N/N=C/c1ccccc1F
    4% | -5% | 3% | 3% | -2% | i | 2% | 2%
30. C[C@@H]1CN([C@@H](C)CO)S(=O)(=O)c2ccc(C#CC3CCCCC3)cc2O[C@@H]1CN(C)Cc1cccnc1
    -22% | 0% | 11% | -14% | 41% | -11% | -1% | -1%
31. COc1ccc(Cc2nnc(SCC(=O)N(c3ccccc3)C(C)C)n(N)c2=O)cc1
    6% | 14% | -6% | -1% | 32% | -6% | 1% | -9%
32. Cc1ccc(S(=O)(=O)N2CN(CC3CCCO3)c3nc4ccccc4nc32)cc1 (stereo not drawn)
    1% | -6% | 16% | -7% | -2% | i | -2% | -6%
33. COC(=O)c1ccc(/C=C/C(=O)OCC(=O)c2ccc[nH]2)cc1
    -5% | -2% | 4% | 4% | -12% | i | 7% | 4%
34. O=C(NCCN1CCCCC1)Nc1ccccc1Cl
    4% | 13% | 9% | 0% | 0% | -6% | 10% | 7%
35. COc1ccccc1NC(=O)c1c(Nc2ccccc2C)sc(C(=O)Nc2cccc(Cl)c2)c1N
    8% | 3% | 7% | -16% | 33% | -8% | 22% | 5%
36. CCCCC(CC)C(=O)Nc1cc(=O)[nH]c2nc3ccccc3n12 (stereo not drawn)
    -1% | 1% | -4% | -1% | -15% | i | -11% | 15%
37. Cc1ccc(Nc2nc(-c3ccc(F)cc3)cs2)nc1
    0% | u | -5% | 2% | 7% | 0% | -13% | 6%
38. Brc1ccc(-c2nnc(-c3ccc4c(c3)OCO4)o2)o1
    -1% | 0% | 12% | -4% | 2% | -15% | 0% | 2%
39. O=C(Nc1ncc(Cc2cc(Cl)ccc2Cl)s1)c1ccc([N+](=O)[O-])cc1
    6% | 23% | 11% | -2% | 22% | -90%[inhibitor] | -3% | -5%
40. CCOc1ccc(CCNC(=O)C(C)n2nc(C)n3c(cc4occc43)c2=O)cc1OCC (stereo not drawn)
    -5% | -11%&19% | 7% | 10% | u | -5%[57.5 µM] | 2% | -9%
41. O=C(c1ccc2c(c1)OCO2)C1CCCN(C(=O)NCc2ccccc2)C1 (stereo not drawn)
    6% | 2%[0.397 µM] | 7% | -8% | 0% | -1% | 6% | 3%
42. CC(C)c1ccc(NC(=O)N(CCc2nc3ccccc3[nH]2)C2CCCC2)cc1
    9% | 12% | -3% | -15% | u | -23%[57.5 µM] | 0% | -8%
43. COc1cccc(OCc2nnc(SCC(=O)NCc3ccco3)n2CCc2ccccc2)c1
    13% | 2% | 9% | -11% | u | i | 13% | -9%
44. COc1ccc(/C=C2/C(=N)N3N=C(CC(=O)N4CCCC4)SC3=NC2=O)cc1OC
    -13% | -13% | 5% | -26% | 32% | 1% | -13% | 6%
45. Cc1c(N2C(=O)c3ccc(Br)cc3C2=O)c(=O)n(-c2ccccc2)n1C
    -5% | 6% | -3% | -1% | -7% | -17% | u | 5%
46. CCNC(=O)CSc1nnc(-c2cc(-c3ccc(Cl)cc3)nc3ccccc23)o1
    4% | -12% | 24% | -4% | 32% | -24% | -1% | -5%
47. CSc1nc2ccc(NC(=O)C3=NN(c4ccccc4)C(=O)CC3)cc2s1
    9% | 10%[9.22 µM] | 13% | -14% | u | -14% | -3% | -5%
48. COC(=O)c1ccc(COc2ccc(-c3nnn(CC(N)=O)n3)cc2)cc1
    2% | 2% | 4% | 16% | 2% | i | 1% | 3%
49. O=C(COC(=O)c1ccc(S(=O)(=O)N2CCCC2)cc1)Nc1cccc(F)c1
    3% | 9% | 4% | 6% | 6% | -13% | -11% | -4%
50. COc1ccc(-c2nc(CS(=O)(=O)CC(=O)Nc3ccc(Cl)cc3)c(C)o2)cc1
    -7% | 11% | -3% | -2% | -3% | i | -6% | -5%
51. c1ccc(OCCSc2nc3ccccc3[nH]2)cc1
    2% | -1% | 9% | -1% | 11% | -72%[inhibitor][57.5 µM] | -18% | -2%
52. COc1ccc(OC)c2c(C)cc(N3CCN(C(=O)c4ccc(F)cc4)CC3)nc12
    10% | -1% | 10% | -21% | -10% | i | 1% | -14%
53. CS(=O)(=O)N(CC(=O)N1CCCCCC1)c1cccc(Cl)c1Cl
    -7% | 2% | -1% | -21% | -2% | -6% | 0% | 1%
54. COc1cc(CCC(=O)Nc2c(C(=O)N3CCN(c4ccccc4OC)CC3)oc3ccccc23)on1
    7% | u | 5% | -13% | 21% | -24% | 12% | -4%
55. Brc1ccc(C2=Nn3c(nnc3-c3cccnc3)SC2)s1
    4% | 1% | -5% | 4% | 9% | -52%[inhibitor] | 5% | 0%
